# Screening data: PubChem, several laboratories
# RAM inhibit – yeast RAM network inhibition | 1.8% of 190,000 active | S. cerevisiae dse1pr::URA3 reporter, 5-FOA growth OD615, 2 d; analog-sensitive cbk1-as2 kinase mutant strain | inhibition, % at 50 µM;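 active means inhibition above a set limit, 3 SD over mean compound inhibition, cut at about 8.4% in these data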;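 further: 0% = DMSO-only wells with no growth and 100% = 10 µM 1-NA-PP1 full growth; inhibition rescues growth on 5-FOA so higher OD means more RAM inhibition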
# HMGR II inh – E. faecalis class II HMG-CoA reductase inhibition | purified E. faecalis HMGR, NADPH absorbance 340 nm kinetic | inhibition, % at 10 µM | 0.41% of 190,000 active | AID 1066;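 active means inhibition above a set limit, the median over all tested compounds plus 3 SD, cut at about 9.5% in these data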;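 further: enzyme runs in reverse so mevalonate oxidation gives rising NADPH absorbance; 0% = complete reaction with DMSO and 100% = background rate lacking mevalonate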
# SRC2 TRFRET art – flags TR-FRET format artefacts in PPARgamma SRC-2 recruitment agonist screen | TR-FRET artefact counter-screen; hits give high values | TR-FRET ratio at 8 µM | 0.4% of 200,000 active; in the data active means TR-FRET ratio above about 2000; further: inactives centre near 1500
# PPARg SRC-1 ag – PPARgamma-driven SRC-1 recruitment agonism | P37231 | activation, % at 8 µM | 0.41% of 200,000 active | PPARgamma-SRC-1 coactivator recruitment biochemical assay; in the data active means activation above about 19%;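 further: 0% = DMSO and 100% = reference agonist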
# Target sequence (P37231 whole entry, looked up): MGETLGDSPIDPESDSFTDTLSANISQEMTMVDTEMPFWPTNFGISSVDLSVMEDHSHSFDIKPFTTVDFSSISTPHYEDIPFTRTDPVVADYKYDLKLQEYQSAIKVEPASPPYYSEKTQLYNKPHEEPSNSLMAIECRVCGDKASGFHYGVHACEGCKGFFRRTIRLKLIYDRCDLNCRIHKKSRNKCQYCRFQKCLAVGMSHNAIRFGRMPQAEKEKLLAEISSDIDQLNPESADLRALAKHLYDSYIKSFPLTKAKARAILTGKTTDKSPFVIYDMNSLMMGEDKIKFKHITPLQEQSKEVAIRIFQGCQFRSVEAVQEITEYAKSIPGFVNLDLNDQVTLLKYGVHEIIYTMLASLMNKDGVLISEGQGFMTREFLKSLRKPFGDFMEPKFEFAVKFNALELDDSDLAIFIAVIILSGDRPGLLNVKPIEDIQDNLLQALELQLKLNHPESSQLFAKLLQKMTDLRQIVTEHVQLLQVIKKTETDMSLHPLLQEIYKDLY
# Redox H2O2 prof – compounds producing H2O2 with reducing agent – biochemical, NIH compound library profiling, artefact control for MLSCN library redox annotation, primary screen | activation, % at 10 µM | DTT-dependent redox cycling H2O2, phenol red/HRP absorbance; 100% = 100 µM peroxide control, 0% = buffer | 0.03% of 200,000 active;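 active means activation of at least 50% relative to the plate's high and low controls in the primary single-dose screen; inactive means activation below 50%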;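 further: compound incubated with DTT at 0.8 mM final as the reducing agent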
# S1P3 antagonist – blocks the human S1P3 receptor; CHO S1P3 NFAT-BLA reporter, FRET fluorescence, antagonist mode; 0.27% of 170,000 active; inhibition, % at 4.98 µM; Q99500; AID 485;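 active means inhibition above the plate cutoff, the mean inhibition of test wells on that plate plus 3 SD, cut at about 28% in these data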;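 further: cells challenged with S1P at its EC80 of 0.8 µM; blue over green emission ratio from cleaved BLA substrate after 4 h stimulation; 0% = S1P-stimulated wells and 100% = unstimulated DMSO-only wells; some compounds past the cut are filed as inactive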
# Target sequence (Q99500 whole entry, looked up): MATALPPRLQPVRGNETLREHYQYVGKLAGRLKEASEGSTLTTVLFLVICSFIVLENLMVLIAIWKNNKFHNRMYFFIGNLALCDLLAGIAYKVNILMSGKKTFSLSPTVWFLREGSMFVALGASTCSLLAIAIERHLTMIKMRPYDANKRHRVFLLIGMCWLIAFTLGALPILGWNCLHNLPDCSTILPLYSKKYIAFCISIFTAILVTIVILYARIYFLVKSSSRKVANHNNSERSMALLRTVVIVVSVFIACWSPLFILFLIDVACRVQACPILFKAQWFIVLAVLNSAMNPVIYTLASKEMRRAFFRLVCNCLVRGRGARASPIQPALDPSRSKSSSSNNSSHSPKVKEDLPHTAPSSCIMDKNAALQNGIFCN
# PPARg SRC3 recr – PPARgamma-driven SRC-3 recruitment agonism. AID 731. P37231. activation, % at 8 µM. 0.26% of 200,000 active. biochemical PPARgamma/SRC-3 coactivator recruitment assay; in the data active means activation above about 23%;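 further: 0% = DMSO and 100% = reference agonist; some compounds past the cut are filed as inactive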
# Lmaj promast – inhibitors of Leishmania major promastigote growth; 9% of 200,000 active; Leishmania major promastigotes, resazurin fluorescence viability; inhibition, % at 10 µM; in the data active means inhibition above about 50%;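 further: promastigotes grown with compound for 44 hours at 28 °C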
# PPARg SRC2 recr – promotes SRC-2 coactivator recruitment by human PPARgamma; P37231; PPARgamma LBD-SRC-2 recruitment, biochemical; activation, % at 8 µM; 0.34% of 200,000 active; AID 1032; in the data active means activation above about 22%;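 further: 0% = vehicle and 100% = reference agonist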
# bIAP inhibitor – intestinal alkaline phosphatase (bovine) inhibition. purified bovine IAP, CDP-star luminescence, 30 min. inhibition, % at 20 µM. 190,000 tested, under 10 active;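 active means over 50% inhibition of intestinal alkaline phosphatase at 20 µM in the single-dose screen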
#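 test system = bovine IAP enzyme | medium = DEA buffer 100 mM, pH 9.8, with MgCl2 1.0 mM, ZnCl2 0.02 mM | detection = luminescence | dosing = single compound dose of 20 µM, 2% DMSO final | incubation = 30 min reaction at room temperature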
# ROMK primary – human ROMK K+ channel modulation, primary screen; P48048; Tet-inducible ROMK, thallium flux fluorescence; actives lie on both sides; B-score at 10 µM; 2% of 130,000 active; AID 1918;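 active means signal ratio slope over the read window, or its plate-corrected B-score, at least 3 SD from the plate mean, either direction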;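 further: B-score of the F/F0 ratio slope over 7 to 12 s after thallium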
# * = called active by the depositor; · = no result given.
SMILES,RAM inhibit,HMGR II inh,SRC2 TRFRET art,PPARg SRC-1 ag,Redox H2O2 prof,S1P3 antagonist,PPARg SRC3 recr,Lmaj promast,PPARg SRC2 recr,bIAP inhibitor,ROMK primary
Cc1ccccc1CN1C(=O)c2ccccc2Sc2ccc(C(=O)O)cc21,4.9,0,1628,13,-1.1,-9,0,-6,-9,-7,-0.19
O=C(N/N=C/c1ccc(N2CCOCC2)o1)c1ccccc1[N+](=O)[O-],0.4,-7,1369,-4,-0.5,-4,3,-4,-2,-1,1.4
COc1ccc(/C=C(\NC(=O)c2ccccc2)C(=O)OCC2CCCN3CCCCC23)cc1OC (stereo not drawn),1.2,0,1470,-4,-0.5,-18,-4,73*,-10,-8,-0.87
Cc1ccc(-c2nn(CC(=O)Nc3ccc4c(c3)nc3n4CCOC3)c(=O)c3ccccc23)cc1,2.1,2,1598,8,-0.2,-13,11,-6,-1,-18,0.4
COc1ccc(N(Cc2cc3cc(OC)ccc3[nH]c2=O)C(=O)C2CCCO2)cc1 (stereo not drawn),0.3,1,1503,1,-1.4,-1,-2,-3,1,2,·
COc1ccc(C2=NN(C(=O)CN3CCOCC3)C(c3nc4ccccc4[nH]3)C2)cc1 (stereo not drawn),0.1,0,1432,-6,-2.4,-22,-3,4,-4,-8,1
CNC(=S)N/N=C(\C)c1ccc2c(c1)OCO2,0.6,-4,1908,0,-2.0,-5,3,-8,6,12,-0.23
Cn1c(CNC(=O)c2ccco2)nnc1SCC(=O)Nc1cccc(Br)c1,0.8,-5,1429,-3,0.4,·,-6,-3,3,-4,·
CC(=O)c1ccc(NC(=S)NCCc2ccccn2)cc1,-0.4,-5,1621,-9,·,0,1,71*,-7,-9,0.46
CC(Nc1cccc2ccccc12)C(=O)N/N=C/c1ccc([N+](=O)[O-])cc1 (stereo not drawn),1.2,1,1453,3,0.7,-7,2,0,-1,12,-1.2
Cc1cccc2sc(N(CCCN(C)C)C(=O)c3ccco3)nc12,2.0,1,1691,1,-0.6,3,4,19,-1,-1,-0.81
C=CCOc1ccc(CNc2ccc3[nH]c(=O)[nH]c3c2)cc1OCC,0.8,-7,1479,11,-0.7,3,7,9,-7,1,0.4
COc1cc(NC(=O)CC2NCCNC2=O)cc(OC)c1 (stereo not drawn),0.0,-4,1702,5,-7.6,·,12,-8,-6,4,·
CC12CCC(C(=O)N3CCc4ccccc43)(CC1=O)C2(C)C (stereo not drawn),0.2,-1,1522,0,0.5,-35,-5,0,-3,8,·
CCOc1ccc(NC(=O)C(=O)NCc2ccncc2)cc1,0.9,-3,1420,-4,-0.3,-13,0,-2,3,4,-0.21
COc1ccccc1NC(=O)CSc1nnc(Cc2cccn2C)n1-c1ccc(F)cc1,2.5,-2,1505,-6,-0.2,-13,0,10,10,-10,·
O=C(N/N=C/c1cc([N+](=O)[O-])c(N2CCOCC2)cc1N1CCOCC1)c1cccnc1,1.0,-6,1447,-3,-0.2,3,1,5,-2,4,0.93
COc1cccc(/C=C(/C(=O)OCC(=O)NCC2CCCO2)c2ccccc2)c1 (stereo not drawn),2.7,3,1443,4,-1.4,-1,0,-3,5,-8,-1.4
COc1cccc(-n2c(=S)[nH]c3c(oc4ccccc43)c2=O)c1,4.1,-2,1658,6,-0.6,-35,11,-1,8,-2,-0.51
CC(=O)Nc1cccc(N=NN2CCOCC2)c1,0.6,1,1500,-3,-1.0,-16,2,-10,-2,-7,-0.6
N#Cc1c(-n2cccc2/C=N/O)sc2c1CCCC2,0.7,3,1397,-6,0.1,-6,-4,4,-8,33,-0.55
Cc1cc(C)nc(-n2ncc3c2CC(c2cccc(Cl)c2)CC3=O)n1 (stereo not drawn),3.8,-1,1580,8,-0.3,-6,6,1,9,-18,1.3
CC(OC(=O)c1ccc2c(=O)n3c(nc2c1)CCCCC3)C(N)=O (stereo not drawn),2.0,-4,1628,1,-1.0,-5,-2,0,2,8,-0.22
COc1ccc(N2CCN(c3cc(C)c4ccc(C)cc4n3)CC2)cc1,1.4,-1,1481,2,12,10,-4,-4,5,0,0.25
COc1ccc(CCN2C(=O)CN=C2Nc2ccc(F)cc2)cc1OC,1.6,0,1459,-7,-1.3,3,1,7,0,-7,0.71

# (further entries)
SMILES,RAM inhibit,HMGR II inh,SRC2 TRFRET art,PPARg SRC-1 ag,Redox H2O2 prof,S1P3 antagonist,PPARg SRC3 recr,Lmaj promast,PPARg SRC2 recr,bIAP inhibitor,ROMK primary
COc1ccc(CNC(=S)Nc2cc(C)cc(C)c2)cc1,3.2,1,1631,-2,1.9,·,-9,1,3,7,·
CCCn1nc2ccccc2c1P(=N)(N1CCOCC1)N1CCOCC1,1.7,-4,1640,1,-3.8,·,4,-3,10,2,-0.011
NC(=O)c1ccc(NC(=O)CCCc2nc(-c3ccccc3Cl)no2)cc1,2.0,-3,1577,5,-0.5,-9,1,13,-3,5,·
CCCCNc1nc(N(C)c2ccccc2)nc(-n2ccnc2)n1,-0.4,-7,1452,6,1.8,19,1,98*,7,15,1.2
O=c1oc2ccc3ccccc3c2cc1-c1nnc(-c2cccs2)o1,4.0,-2,1576,-5,-0.1,0,5,-2,1,2,-3*
O=C(O)c1ccccc1SC1CC(=O)N(c2ccccc2)C1=O (stereo not drawn),0.5,1,1598,-1,-1.1,-4,6,51*,3,·,0.032
CC(C)CC(NC(=O)c1cccc(Cl)c1)C(=O)O (stereo not drawn),1.4,-3,1656,4,0.4,-4,2,15,1,12,0.72
COCC(=O)NCc1nc2ccccc2n1Cc1ccccc1F,0.1,-7,1408,-2,-0.5,·,-9,15,-2,6,0.73
CCn1c(=N)n(CC(O)c2cccs2)c2ccccc21 (stereo not drawn),1.6,-1,1494,0,0.5,-4,-1,0,5,0,-0.7
CCOc1ccc(/C=C/C(=O)Nc2ccccc2C(F)(F)F)cc1,2.9,-2,1454,-4,-0.3,0,4,-3,-10,3,0.031
COc1ccc([N+](=O)[O-])cc1NC(=S)NC(=O)C(C)(C)C,2.5,9,1628,8,3.5,0,6,-8,9,5,0.2
COc1cc(OC)c(-c2noc(C(=O)OC(C)(C)C)c2C(=O)OC(C)(C)C)c(OC)c1,-0.1,-3,1699,11,-0.4,-6,-3,-2,8,44,0.36
CCOC(=O)c1c(NC(=O)COC(=O)Cn2c(C(F)(F)F)nc3ccccc32)sc(C)c1C,3.4,0,1482,-6,-3.8,·,-5,-2,3,-2,·
CC(=O)Nc1ccc(S(=O)(=O)NC(CC(=O)N(C)Cc2ccccc2)C(C)C)cc1 (stereo not drawn),0.7,-1,1486,-1,1.9,-2,-5,-4,-6,2,0.6
COc1cccc(-n2c(SC3CCOC3=O)nc3ccccc3c2=O)c1 (stereo not drawn),3.2,-6,1649,-1,2.0,-20,-14,-1,5,6,·
CCOC(=O)c1c(C)nc2sc(C(N)=O)c(N)c2c1-c1ccccc1,1.4,0,1385,-3,0.9,·,-6,34,6,8,2.8
CCOc1ccc(NCc2ccccc2OCc2cccc(F)c2)cc1,-0.3,0,1650,3,0.3,7,3,5,5,-3,1.6
O=C(O)c1cccnc1Sc1ccccc1,1.4,-5,1611,7,-0.5,25,-1,56*,3,11,0.25
O=C(CSc1ccc(Cl)cc1)N1CCCC1,-0.8,9,1474,-5,-2.0,-1,-2,2,4,11,2
CC(=O)c1ccc(OCC(=O)c2ccc(-c3ccccc3)cc2)cc1,5.5,2,1650,5,0.4,-11,0,60*,-1,38,-0.6
CCOP(=O)(OCC)C(NC(=O)Nc1ccc(Cl)cc1)C(=O)N(CC)CC (stereo not drawn),0.8,2,1554,-1,0.3,1,-2,0,-3,18,·
CC(Cc1cccs1)NC(=O)Nc1ccc(F)cc1 (stereo not drawn),-0.6,0,1300,10,0.1,·,-1,-2,-3,3,-1.3
Nc1cc(S(=O)(=O)N2CCCCC2)ccc1N1CCOCC1,-0.3,-1,1483,0,0.3,1,2,-6,0,-19,-0.26
Cc1cc2c(c(SCC#N)n1)C(=O)OC2,1.3,2,1727,8,-0.1,4,-1,-6,3,1,-0.3
Cn1cnnc1SCC(=O)c1ccc(O)c(O)c1,2.6,2,1393,2,-0.9,-3,1,0,-5,-3,0.75

# Entries of single compounds, quoted from the list:
# COc1cc(OC)c(-c2noc(C(=O)OC(C)(C)C)c2C(=O)OC(C)(C)C)c(OC)c1 as listed: RAM inhibit: -0.1; HMGR II inh: -3; SRC2 TRFRET art: 1699; PPARg SRC-1 ag: 11; Redox H2O2 prof: -0.4; S1P3 antagonist: -6; PPARg SRC3 recr: -3; Lmaj promast: -2; PPARg SRC2 recr: 8; bIAP inhibitor: 44; ROMK primary: 0.36
# Cc1cc2c(c(SCC#N)n1)C(=O)OC2 as listed: RAM inhibit: 1.3; HMGR II inh: 2; SRC2 TRFRET art: 1727; PPARg SRC-1 ag: 8; Redox H2O2 prof: -0.1; S1P3 antagonist: 4; PPARg SRC3 recr: -1; Lmaj promast: -6; PPARg SRC2 recr: 3; bIAP inhibitor: 1; ROMK primary: -0.3

# Remaining list, next part.
SMILES,RAM inhibit,HMGR II inh,SRC2 TRFRET art,PPARg SRC-1 ag,Redox H2O2 prof,S1P3 antagonist,PPARg SRC3 recr,Lmaj promast,PPARg SRC2 recr,bIAP inhibitor,ROMK primary
CCOC(=O)c1c(NC(=O)COC(=O)c2ccc(O)cc2)sc(C(=O)N(C)C)c1C,5.8,2,1819,5,-0.2,-38,3,15,10,-9,-0.04
CCOC(=O)Cn1c(=O)c2c(nc(N3CCCCC3)n2Cc2ccccc2)n(C)c1=O,3.0,-2,1576,6,1.8,38,-8,13,5,-7,-1.3
Cc1ccccc1CSc1nnc2ccc(-c3ccncc3)nn12,-1.4,2,1698,-2,0.1,0,0,10,9,-8,0.14
Cc1ccc(Nc2nnc(SCn3nnc4ccccc4c3=O)s2)cc1,4.0,-3,1381,3,-0.1,·,10,69*,11,30,0.48
COc1cc(C=O)ccc1Oc1cnccn1,2.4,4,1616,3,-0.6,-14,3,-4,6,4,-1
COc1ccc(C(C)=O)cc1COC(=O)c1cnc(Cl)c(Cl)c1,9.9*,-2,1662,6,-0.4,-1,-1,-2,5,5,-2.1
Cc1ccc(C)c(NS(=O)(=O)c2cc(C(=O)N3CCc4ccccc4C3)ccc2Cl)c1,2.2,-1,1605,2,-5.5,·,1,98*,15,-4,·
CCC1(C)CC(=O)N(c2ccc(C(=O)O)c(O)c2)C1=O (stereo not drawn),0.7,-3,1465,-4,-0.4,-27,-5,6,1,6,·
COc1cc(NC(=O)CN2CCN(c3ccccc3)CC2)c(C)cc1[N+](=O)[O-],0.1,-4,1727,4,-0.3,-10,5,23,-3,13,·
COc1ccc(-n2c(=S)[nH]c3cc(C(=O)Nc4cc(OC)c(OC)c(OC)c4)ccc3c2=O)c(OC)c1,3.1,-7,1556,-1,10,-14,-6,-6,-7,-29,1.8
COc1ccc(NC(=O)C2CC(=O)N=C(N)S2)cc1 (stereo not drawn),-0.2,1,1462,-2,-1.1,1,1,-4,-2,10,-0.08
Cc1cc(C)n2nc(SCC(=O)Nc3c(C)nn(-c4ccccc4)c3C)nc2n1,0.5,-11,1850,6,0.1,-6,4,0,8,-6,·
COc1ccc(CC(=O)Nc2nnc(SCc3ccccc3)s2)cc1S(=O)(=O)N1CCOCC1,2.8,-9,1529,2,0.4,·,4,0,9,3,-0.28
